IL-2 act – qHTS of IL-2 Activators; 360,000 tested, 0.065% active; IL-2 activation reporter assay, cell-based qHTS; stimulated with anti-CD3/CD4/CD28 beads; in transgenic mouse T cells; activation, % (series mostly up to about 46 µM); in the data active = activation above about 50%; inconclusive = mostly about 30% to 49%; also: 0% is about no effect
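Screening format: compound pinned onto unstimulated transgenic mouse T cells, 60 min incubation, then anti-CD3/anti-CD4/anti-CD28 bead stimulation for 18 hours at 37 degrees C, followed by EGFP and DsRed detection.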
ATXN2 expr inh – Primary qHTS for Inhibitors of ATXN expression. HEK-293 ATXN2-luciferase reporter, luminescence, 24 h. Potency, µM (highest dose often 57 µM), for inactives: at the top dose activity change, negative = inhibition, usual class: inhibitors. 360,000 tested, 0.72% active. AID 1745845, 2022; also: potency is read from the fitted curve at half-maximal effect; % is scaled to controls: 0 for no effect and ±100 for the full control effect; nearly all actives have a fitted effect of over 55% in size
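qHTS (up to 57 uM final) was run with 24 h compound exposure of reporter cells at 37 °C. Each well was multiplexed: SteadyGlo luminescence measured ATXN2-luciferase expression after a fluorogenic Gly-Phe-AFC viability readout (25 uM final).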
Nrf2 ARE act – qHTS of Nrf2 Activators; 410,000 tested, 0.31% active; AID 624171, 2012; Potency, µM (series often up to 46.1 µM), without a hit: at the top dose activation, hits mostly activators; AREc32 ARE-luciferase reporter (MCF7-derived line), luminescence, 24 h; also: potency is read from the fitted curve at half-maximal effect; % of control where 0% means no effect; nearly all actives have a fitted effect of over 65% in size
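Luciferase luminescence (Steady-Glo, 30 min at room temperature) served as the read-out of ARE activation in AREc32 cells treated with compounds for 24 hr at 37 deg C.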
Nrf2 block – Nrf2 qHTS screen for inhibitors. A549 ARE-Fluc reporter, luciferase luminescence, 18-24 h. Potency, µM (titrated, usually from 46 µM), inactives show top-dose activity change, negative = inhibition, most hits filed as inhibitors. 360,000 tested, 2.1% active. AID 504444, 2011; also: potency is read from the fitted curve at half-maximal effect; % is scaled to controls: 0 for no effect and ±100 for the full control effect; nearly all actives have a fitted effect of over 60% in size
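Cells were seeded and rested 2 h, then exposed to compounds for 18-24 h. CellTiter-Fluor was read first as a viability measure. BugLite was added 15 min before the final luminescent read of ARE-luciferase activity in A549 cells.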
HepG2 tox – qHTS for Inhibitors of TGF-b: Cytotox Counterscreen; HepG2 CAGA-GFP viability, ATP luminescence, 18 h; Potency, µM (highest dose often 46.1 µM), without a hit: at the top dose activity change, negative = cytotoxicity, usual class: cytotoxic; 410,000 tested, 0.76% active; AID 588856, 2011; also: potency is read from the fitted curve at half-maximal effect; some results filed as inactive show a strong effect at the top dose
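HepG2 CAGA-GFP cells (1000/well, DMEM with 1% FBS) received compound, then TGF-beta at 500 pg/mL final, and were incubated 18 hours at 37 degrees C. Viability was read by CellTiter-Glo luminescence. Media-only wells were set as complete cell-killing and DMSO as no toxicity.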
TGFb SMAD3 inh – qHTS for Inhibitors of TGF-b; AID 588855, 2011; 410,000 tested, 1.2% active; HepG2 CAGA-GFP TGF-b/SMAD3 reporter, GFP fluorescence, 18 h; TGF-beta stimulated, 500 pg/mL final; Potency, µM (series often up to 46.1 µM), for the others: at the top dose activity, negative = inhibition, hits mostly inhibitors; also: potency is read from the fitted curve at half-maximal effect; % is scaled to controls: 0 for no effect and ±100 for the full control effect; nearly all actives have a fitted effect of over 65% in size
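HEPG2 CAGA-GFP reporter cells (1000/well, DMEM with 1% FBS) received compounds, then recombinant TGF-beta at 500 pg/mL final for 18 hours at 37 degrees C. Per-cell GFP summed per well was normalised to unstimulated and stimulated DMSO controls before curve fitting.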
A549 viability – Nrf2 qHTS screen for inhibitors: counterscreen for cytotoxicity. A549 ARE-Fluc cells, CellTiter-Fluor viability, 18-24 h. 390,000 tested, 0.16% active. Potency, µM (series often up to 46 µM), without a hit: at the top dose activity change, negative = cytotoxicity, most hits filed as inhibitors; also: potency is read from the fitted curve at half-maximal effect; % is scaled to controls: 0 for no effect and ±100 for the full control effect
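A549 ARE-Fluc cells in 5% FBS OPTI-MEM, 5000 cells/well, rested 2 h then exposed to compounds in concentration-response for 18-24 h at 37 °C. Viability by CellTiter-Fluor fluorescence (Ex 405/Em 525) after 30 min; luciferase luminescence (BugLite, 15 min, RT) read afterwards.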
EPAC2 ag – qHTS for Agonist of cAMP-regulated guanine nucleotide exchange factor 4 (EPAC2): primary screen; AID 720711, 2013; EPAC2 activation, biochemical qHTS; response scale: 100% = 6.5 mM cAMP response; Rap guanine nucleotide exchange factor 4 (Homo sapiens), Q8WZA2; 360,000 tested, 0.079% active; Potency, µM (series often up to 154 µM), inactives show at the highest dose activation, actives largely listed as activators; also: potency is read from the fitted curve at half-maximal effect; nearly all actives have a fitted effect of over 50% in size
Target sequence (Q8WZA2 whole entry, looked up): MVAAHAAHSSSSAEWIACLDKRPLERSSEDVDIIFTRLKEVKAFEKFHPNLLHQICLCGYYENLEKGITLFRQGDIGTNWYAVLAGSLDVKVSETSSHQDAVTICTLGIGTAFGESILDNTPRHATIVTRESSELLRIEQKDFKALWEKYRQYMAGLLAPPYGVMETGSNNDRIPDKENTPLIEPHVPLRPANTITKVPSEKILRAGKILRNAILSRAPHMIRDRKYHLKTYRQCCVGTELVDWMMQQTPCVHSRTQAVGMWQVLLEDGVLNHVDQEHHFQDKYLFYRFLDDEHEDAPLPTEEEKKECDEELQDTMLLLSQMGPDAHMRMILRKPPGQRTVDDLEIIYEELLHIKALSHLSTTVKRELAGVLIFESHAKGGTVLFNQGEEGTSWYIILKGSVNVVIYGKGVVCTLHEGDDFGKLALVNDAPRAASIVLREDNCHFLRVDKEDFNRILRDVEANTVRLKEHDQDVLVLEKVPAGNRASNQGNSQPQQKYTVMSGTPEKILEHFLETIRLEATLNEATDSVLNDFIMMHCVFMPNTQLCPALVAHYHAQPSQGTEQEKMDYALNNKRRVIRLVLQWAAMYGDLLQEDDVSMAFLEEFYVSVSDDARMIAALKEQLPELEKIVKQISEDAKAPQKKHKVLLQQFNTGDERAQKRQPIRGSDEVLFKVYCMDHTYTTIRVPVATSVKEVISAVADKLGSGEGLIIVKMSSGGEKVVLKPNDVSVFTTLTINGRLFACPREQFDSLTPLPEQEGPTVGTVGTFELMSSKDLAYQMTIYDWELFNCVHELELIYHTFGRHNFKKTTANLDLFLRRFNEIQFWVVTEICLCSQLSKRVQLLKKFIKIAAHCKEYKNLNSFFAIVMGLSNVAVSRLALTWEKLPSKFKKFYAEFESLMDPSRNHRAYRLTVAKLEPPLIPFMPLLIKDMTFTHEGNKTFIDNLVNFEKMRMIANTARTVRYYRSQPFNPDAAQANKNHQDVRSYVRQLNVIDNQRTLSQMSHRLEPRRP
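Nucleotide exchange monitored as fluorescence drop when BODIPY-GDP leaves Rap1B. Reaction: 100 nM EPAC2, 250 nM RAP1B-BODIPY-GDP, 50 uM GDP, room temperature, kinetic read over 30 min. Activity expressed relative to 6.5 mM cAMP.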
S2 tox – Viability Counterscreen for Primary qHTS for Inhibitors of ATXN expression; S2 cells (HEK-293 line with an ATXN2-luciferase reporter) viability, CellTiter-Fluor protease fluorescence, 24 h; Potency, µM (highest dose often 56.7 µM), actives largely listed as cytotoxic; 400,000 tested, 0.49% active; also: potency is read from the fitted curve at half-maximal effect; nearly all actives have a fitted effect of over 40% in size
* = called active by the depositor; i = inactive; ? = inconclusive; . = not tested or not shown; & = joins results of further samples; [ ] = remark or other dose. Unless noted, calls follow the shape of the dose curve; as a rule, active = well fitted curve in the direction sought with a large enough effect; inconclusive = small, poorly fitted or top-dose-only effect, or another doubt; inactive = no such curve, though single readings can be large; an effect the other way counts as inactive or inconclusive.

SMILES	IL-2 act	ATXN2 expr inh	Nrf2 ARE act	Nrf2 block	HepG2 tox	TGFb SMAD3 inh	A549 viability	EPAC2 ag	S2 tox
CN1CCN(C(=S)Nc2cccc(Cl)c2)CC1	-0.5	-3.6%	1.9%	11.8%	-22.3%	-2.2%	9.6%	-0.5%	i
Cc1ccccc1Cn1cnc2nc3c(cc2c1=O)CC(C)CC3 (stereo not drawn)	.	18.4%	1.1%	.	3.7%	12.5%	0.7%	.	i
CCOc1ccccc1NC(=O)CSCC(=O)Nc1ccccc1	-0.3	?	0.3%	.	1.7%	-9.5%	-0.3%	6.9%	?
CCN(CC)CCOc1ccc2c(c1)C(=NNC(=O)c1ccccn1)c1cc(OCCN(CC)CC)ccc1-2	-5.6	?	2.5%	-17.2%	15.8µM*	?	?	-3.7%	.
O=C(Nc1ccccc1)NC1(C(=O)NCc2ccc3c(c2)OCO3)CCCCC1	-4.1	15.0%	0.3%	10.8%	-4.7%	-2.1%	10.7%	-15.4%	i
CCOc1ccccc1NC(=O)C1=C(C)Nc2ncnn2C1c1cccs1 (stereo not drawn)	.	2.3%	0.2%	.	-5.1%	9.8%	13.1%	.	i
Cn1c(N)c(C(=O)CSc2nnc(-c3c[nH]c4ccccc34)n2C2CC2)c(=O)[nH]c1=O	-0.2	9.4%	0.1%	1.6%	-0.9%	2.4%	-1.0%	63.1µM*	i
CCCCNC(=O)CCn1c(=O)c2ccccc2n(CC(=O)NCCc2ccc(OC)c(OC)c2)c1=O	-0.7	.	0.0%	?	-30.6%	-25.9%	-13.5%	3.9%	i
O=C1CCC[C@@H]2Cc3nc4cc5c(cc4cc3[C@@H]3CCN1[C@H]23)OCO5	0.4	21.3%	4.7%	0.6%	-14.2%&-24.9%	2.8%&-27.8%	1.8%	7.5%	i
Cc1cc(NC(=O)c2cnn3c(C(F)F)cc(C4CC4)nc23)no1	-0.1	-10.6%	0.2%	-8.7%	-75.0%	7.3%	11.8%	7.8%	i
CC(C)c1ccc(OCC(=O)N2CCCCCC2)c(Br)c1	-1.5	64.3%[activator]	2.8%	?	-9.9%	-4.8%	-0.8%	1.2%	i
Cc1cccnc1C(NC(=O)C1CCN(CCCOc2ccc(F)cc2)CC1)c1ccccc1 (stereo not drawn)	-0.7	-9.8%	0.4%[9.22 µM]	.	-18.2%	?	.	-2.2%	i
CC1=C(C(=O)N(C(C)C)C(C)C)CC(CC(=O)NCc2cccc3ccccc23)C(=O)N1Cc1ccccc1 (stereo not drawn)	0.2	-21.8%	-0.8%	.	-38.5%	?	.	9.7%	i
Cc1ccc(C)c(N2CCN(C(=O)CCCn3c(=O)c4cccn4c4cccnc43)CC2)c1	-3.3	-30.8%	-0.5%	?	-7.8%	-30.9%	-2.3%	9.8%	i
CCCCc1c(C)nc2c(OC)cccc2c1SCCC(=O)O	-1.9	4.6%	7.2%	-18.1%	-3.2%	-9.7%	1.0%	-3.7%	i
CN(C)CCCNc1nc2sc3c(c2c(=O)n1CCc1ccccc1)CCCCC3	-1.1	-29.4%	0.4%	1.3%	-98.8%	1.5%	-16.5%	6.1%	?
CC12CCC(C(=O)N(CC(O)CN3CCN(Cc4ccccc4)CC3)C1=O)C2(C)C (stereo not drawn)	-0.2	2.1%	-0.9%	-21.3%	-12.4%	-1.5%	-6.1%	6.1%	i
COc1ccc([C@H]2/C=C\CN(C(=O)c3ccc(C)cc3)[C@@H](C)C(=O)N2Cc2ccc(F)cc2)cc1	-2.3	-23.2%	-0.9%	?	-8.1%	?	-12.6%	12.6%	i
COc1ccc(/C=N/NC(=O)CCOc2ccccc2C)cc1OC	-0.6	2.8%	3.1%	-13.8%	1.3%	-0.7%	8.1%	-5.0%	i
COc1cc(NC(=O)Nc2cccc3cccnc23)cc(OC)c1OC	-0.8	14.2%	7.1%	?	-22.5%	-17.6%	-2.2%	21.5%	i

Compound profiles, from the list above. Order of screens: IL-2 act	ATXN2 expr inh	Nrf2 ARE act	Nrf2 block	HepG2 tox	TGFb SMAD3 inh	A549 viability	EPAC2 ag	S2 tox
COc1cc(NC(=O)Nc2cccc3cccnc23)cc(OC)c1OC across the screens: -0.8	14.2%	7.1%	?	-22.5%	-17.6%	-2.2%	21.5%	i
CCCCc1c(C)nc2c(OC)cccc2c1SCCC(=O)O across the screens: -1.9	4.6%	7.2%	-18.1%	-3.2%	-9.7%	1.0%	-3.7%	i
CN(C)CCCNc1nc2sc3c(c2c(=O)n1CCc1ccccc1)CCCCC3 across the screens: -1.1	-29.4%	0.4%	1.3%	-98.8%	1.5%	-16.5%	6.1%	?
CN1CCN(C(=S)Nc2cccc(Cl)c2)CC1 across the screens: -0.5	-3.6%	1.9%	11.8%	-22.3%	-2.2%	9.6%	-0.5%	i

In the list so far, 2 have an aryl thioether with sulfur outside any ring:
SMILES	IL-2 act	ATXN2 expr inh	Nrf2 ARE act	Nrf2 block	HepG2 tox	TGFb SMAD3 inh	A549 viability	EPAC2 ag	S2 tox
Cn1c(N)c(C(=O)CSc2nnc(-c3c[nH]c4ccccc34)n2C2CC2)c(=O)[nH]c1=O	-0.2	9.4%	0.1%	1.6%	-0.9%	2.4%	-1.0%	63.1µM*	i
CCCCc1c(C)nc2c(OC)cccc2c1SCCC(=O)O	-1.9	4.6%	7.2%	-18.1%	-3.2%	-9.7%	1.0%	-3.7%	i

Additional entries:
SMILES	IL-2 act	ATXN2 expr inh	Nrf2 ARE act	Nrf2 block	HepG2 tox	TGFb SMAD3 inh	A549 viability	EPAC2 ag	S2 tox
CCOc1ccccc1-n1c(CNc2ccc(F)cc2)nnc1SCC(=O)NCc1ccco1	-0.5	0.1%	0.6%	-8.1%	2.3%	8.91µM*	-3.0%	4.7%	?
C#CCNC(=O)C[C@@H]1C[C@@]2(C(=O)OCC)CCC=C2N(Cc2cccc3ccccc23)C1=O	-0.1	2.8%	0.3%	.	.	.	.	16.4%	i
Cc1noc(-c2ccc(NCc3ccccc3)c([N+](=O)[O-])c2)n1	.	7.7%	0.3%	-4.1%	-5.6%	-10.1%	-1.0%	.	i
COc1cc(-c2nnc(-c3ccncc3)o2)ccc1OCc1ccccc1	0.4	0.4%	0.3%	-16.2%	-2.5%	-0.9%	0.4%	2.6%	i
Cc1nc(Cc2nnc(SCC(=O)Nc3c(C)cccc3C)o2)cs1	-4.9	-7.5%	-0.3%	-5.0%	11.9%	22.4%	-18.5%	-10.6%	i
Cc1ccc(NC(=O)c2ccc(CSc3nnc(C)s3)cc2)cc1	-0.2	30.4%[activator]	2.8%	?	-9.1%	-5.4%	-14.7%	2.5%	i
CCOC(=O)[C@H]1[C@H]2COc3ccc(C)cc3[C@@H]2N2C(=O)c3ccc(C)cc3NC(=O)[C@@]12C	0.2	-10.5%	3.5%	-11.9%	5.2%	-3.7%	-13.7%	79.4µM*	i
Cc1cccc(CNC(=O)C2CCC(=O)N(C3CCCCCC3)C2)c1 (stereo not drawn)	3.9	7.6%	0.4%	-14.5%	-3.2%	-6.8%	-9.4%	5.7%	i
